# High-throughput results as filed in PubChem BioAssay.
# SRC2 inh: inhibits human steroid receptor coactivator 2 | Q15596 | HEK293 GAL4-SRC2 luciferase reporter, luminescence | inhibition, % at 9 µM | hit rate 0.17% among 370,000 | AID 651957;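 active = inhibition above the mean inhibition of all tested compounds plus 3 SD, set per campaign, cut at about 52% in these data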;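 note: 0% = DMSO treated cells and 100% = cells given Gossypol at 36 µM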
# CF NFkB inh: inhibitors of cystic fibrosis induced NF-kB; AID 588850; hit rate 0.86% among 360,000; KKLEB NF-kB-GFP reporter, PAF-induced, GFP fluorescence overnight; inhibition, % at 5 µM;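 active = at least 50% inhibition at 5 µM, scaled per plate between neutral and stimulator controls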;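 note: PAF is a Pseudomonas aeruginosa culture filtrate used as stimulus; plate controls were PAF-stimulated DMSO wells for no effect and unstimulated DMSO wells for full effect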
# C8 TRAIL sens: sensitizes caspase-8 expressing cells to TRAIL; NB7+C8 cells + TRAIL, ATPlite viability luminescence; hit rate 1% among 360,000; inhibition (viability loss, TRAIL sensitization), % at 10 µM;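 active = compounds causing at least 50% loss of cell viability in the single-dose screen, relative to plate controls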
# KKLEB cytotox: counter-screen for CF NF-kB inhibitors: cytotoxicity; KKLEB CF airway cells viability, ATPlite luminescence, overnight; active compounds read low; cells stimulated with P. aeruginosa culture filtrate; activity change (cytotoxicity), % at 5 µM; hit rate 0.36% among 360,000; AID 602141;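 active = corrected activity change at or below -50% at 5 µM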
# TWEAK-Fn14 inh: inhibitors of TWEAK-Fn14 interaction signaling; TWEAK-stimulated Fn14 reporter cells, luciferase luminescence, 8 h; inhibition, % at 10 µM; hit rate 2% among 360,000; AID 1159606; in the data active = inhibition above about 50%
# SRC1 inh: inhibits human SRC1 coactivator | Q15788 | HEK293 GAL4-SRC1 luciferase reporter, luminescence | inhibition, % at 3.6 µM | hit rate 0.12% among 360,000 | AID 588354;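 active = inhibition above the campaign mean plus 3 SD, with each screening campaign given its own cutoff, cut at about 60% in these data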;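 note: 0% = DMSO treated cells and 100% = gossypol at 36 µM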
# EBV LMP1 NFkB: inhibitors of Epstein-Barr LMP1-induced NF-kappaB reporter. inhibition, % at 12.5 µM. hit rate 0.69% among 350,000. AID 504558. LMP1-induced NF-kappaB luciferase reporter cells, luminescence; in the data active = inhibition above about 41%;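 note: 0% = neutral control wells and 100% = reference inhibitor control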
# NCOA3 inh: inhibitors of human steroid receptor coactivator 3 (SRC3); HEK293 GAL4-SRC3 luciferase reporter, luminescence; inhibition, % at 3.6 µM; hit rate 0.17% among 360,000; AID 588352;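 active = inhibition above a per-campaign cutoff, the mean of all compounds plus 3 SD, cut at about 60% in these data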;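 note: 0% = DMSO-treated cells and 100% = gossypol-treated cells at 36 µM; higher means less SRC3-driven luciferase light from the GAL4 reporter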
# Target sequence (Q9Y6Q9 whole entry, looked up, the tested form may be a part): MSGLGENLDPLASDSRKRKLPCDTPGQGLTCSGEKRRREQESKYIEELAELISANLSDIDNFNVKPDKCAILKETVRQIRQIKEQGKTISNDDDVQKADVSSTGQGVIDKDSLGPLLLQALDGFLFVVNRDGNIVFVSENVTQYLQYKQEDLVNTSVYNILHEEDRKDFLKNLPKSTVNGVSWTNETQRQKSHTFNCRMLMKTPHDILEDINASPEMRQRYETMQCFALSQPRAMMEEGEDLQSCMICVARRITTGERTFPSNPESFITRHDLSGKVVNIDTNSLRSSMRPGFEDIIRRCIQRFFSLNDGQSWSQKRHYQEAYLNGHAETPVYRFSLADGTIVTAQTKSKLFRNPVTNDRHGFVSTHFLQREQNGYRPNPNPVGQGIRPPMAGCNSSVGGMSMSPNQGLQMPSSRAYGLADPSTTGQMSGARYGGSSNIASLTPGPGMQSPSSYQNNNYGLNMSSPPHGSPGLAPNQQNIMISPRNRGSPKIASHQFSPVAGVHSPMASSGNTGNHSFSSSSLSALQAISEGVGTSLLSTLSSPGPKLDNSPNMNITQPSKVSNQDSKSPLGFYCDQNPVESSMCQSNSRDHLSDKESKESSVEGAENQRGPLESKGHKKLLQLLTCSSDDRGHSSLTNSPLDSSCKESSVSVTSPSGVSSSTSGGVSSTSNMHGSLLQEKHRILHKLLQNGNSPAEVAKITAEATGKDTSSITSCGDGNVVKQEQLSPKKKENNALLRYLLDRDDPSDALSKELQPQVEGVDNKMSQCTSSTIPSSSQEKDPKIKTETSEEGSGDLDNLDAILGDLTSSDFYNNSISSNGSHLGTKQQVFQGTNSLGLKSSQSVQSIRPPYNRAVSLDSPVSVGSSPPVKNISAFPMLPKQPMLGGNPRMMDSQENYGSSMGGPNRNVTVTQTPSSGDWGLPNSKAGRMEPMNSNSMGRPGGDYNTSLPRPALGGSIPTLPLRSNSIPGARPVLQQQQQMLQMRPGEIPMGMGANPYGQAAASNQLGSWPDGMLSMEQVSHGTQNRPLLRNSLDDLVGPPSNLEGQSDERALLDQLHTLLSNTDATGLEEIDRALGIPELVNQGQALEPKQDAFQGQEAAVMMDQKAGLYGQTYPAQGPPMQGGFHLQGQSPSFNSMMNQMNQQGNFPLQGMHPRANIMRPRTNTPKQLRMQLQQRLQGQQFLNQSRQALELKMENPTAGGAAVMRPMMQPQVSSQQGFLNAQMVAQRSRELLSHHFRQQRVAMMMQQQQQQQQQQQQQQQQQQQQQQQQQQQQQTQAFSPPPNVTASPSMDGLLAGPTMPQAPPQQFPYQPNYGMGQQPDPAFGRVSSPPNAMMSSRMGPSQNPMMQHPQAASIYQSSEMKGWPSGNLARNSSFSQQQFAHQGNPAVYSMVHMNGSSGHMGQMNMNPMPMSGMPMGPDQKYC
# COUP-TFII inh: NR2F2 (human) inhibition, primary screen | P24468 | HEK293T NGFI-A luciferase reporter, luminescence | inhibition, % at 8.6 µM | hit rate 0.7% among 370,000;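 active = inhibition above a per-plate cutoff, mean inhibition of test wells between control levels plus 3 SD, cut at about 38% in these data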;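 note: cells cotransfected with COUP-TFII expression vector driving the NGFI-A reporter; 0% = median of COUP-TF2 test wells and 100% = reporter-only cells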
# LRH-1 inv ag: suppresses constitutive activity of human LRH-1; hit rate 0.13% among 360,000; HEK293T StAR-luciferase reporter, LRH-1 transfected, 24 h; inhibition, % at 3.6 µM; O00482;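 active = inhibition above the mean inhibition of all tested compounds plus 3 SD, cut at about 73% in these data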;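 note: 0% = DMSO wells and 100% = reporter-only cells lacking LRH-1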
# TROY signal inh: TROY signaling inhibition; AID 1347056; inhibition, % at 10 µM; Q293 LMP1-TROYcd NF-kB luciferase reporter, 4 h; hit rate 0.98% among 360,000;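 active = compounds whose plate-normalised and pattern-corrected inhibition of the luciferase reporter signal at the single screening dose is 50% or more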
# * = called active by the depositor; · = not tested or not shown.
SMILES,SRC2 inh,CF NFkB inh,C8 TRAIL sens,KKLEB cytotox,TWEAK-Fn14 inh,SRC1 inh,EBV LMP1 NFkB,NCOA3 inh,COUP-TFII inh,LRH-1 inv ag,TROY signal inh
Cc1c(C)c2cc(Cl)c(O)c(CN(C)C)c2oc1=O,-1,-8,-7,1,2,-18,-10,0,4,3,13
Cn1c(=O)c(=O)n(C)c2cc(S(=O)(=O)N3CCCCC3)ccc21,-9,10,-10,-20,12,4,3,2,-2,3,-11
COc1ccc(O)c(C(=O)c2cnc3c(c2)c(=O)[nH]c(=O)n3C)c1,1,20,-5,-10,-29,0,-1,7,21,-18,-30
CCOC(=O)[C@]12CCC=C1N(Cc1ccc(Cl)cc1Cl)C(=O)[C@H](CC(=O)NCCc1ccccc1OC)C2,13,·,4,·,10,·,·,·,12,0,12
CSc1ccccc1-c1nc(-c2ccncc2)no1,-55,-13,-21,2,-10,-105,-14,-143,-53,-112,-42
O=c1oc2c3c4c(cc2c2c1CCC2)OCCN4CCC3,7,-28,10,-5,-50,-7,4,-7,-2,-4,4
O=S(=O)(c1ccc2ccccc2c1)N1CCN(Cc2ccccn2)CC1,-8,23,2,-9,3,7,-10,7,21,4,-31
O=C(COC(=O)C1(c2ccccc2)CC1)NNC(=O)c1ccccc1,26,-20,-7,36,-10,-8,2,-2,-17,0,-7
O=C(CC(NS(=O)(=O)c1ccc(Cl)cc1)c1ccco1)N1CCc2ccccc21 (configuration not stated),3,12,-5,2,2,3,-19,13,7,-19,-9
COc1ccc(/C=C(/NC(=O)c2ccc(C)cc2)C(=O)NCC2CCCO2)cc1 (configuration not stated),-16,1,1,11,13,-5,5,2,11,6,-9
CC1CCN(Cc2cc(=O)oc3cc4c(cc23)CCCC4)CC1,1,26,2,-22,-2,-3,-6,18,-16,2,-16
CC(=O)CCC(=O)OCC(=O)c1ccc(C(F)(F)F)cc1,-4,-2,7,-12,-16,1,1,27,-13,2,-2
CN=C1SC(CC(=O)Nc2c(C)cccc2C)C(=O)N1/N=C/c1cccs1 (configuration not stated),10,-5,-4,3,2,-6,11,9,8,0,19
Cc1cc(O)c(/C=N/Nc2cccc(Cl)c2)c(=O)o1,-1,-1,-8,0,11,-4,-1,8,7,44,9
Cn1cccc1C(=O)NCc1ccc(Cl)cc1,-6,2,8,0,-12,-10,5,-10,5,11,10
COc1cccc(OCCOCCN(C)CCO)c1,-13,1,-6,9,-5,-27,10,0,9,10,-5
CC(=O)N1c2ccc(S(=O)(=O)N3CCCC(C(=O)Nc4cccc(F)c4)C3)cc2CC1C (configuration not stated),5,-2,5,7,-19,19,-2,-8,21,18,24
CC(=O)c1cnn(-c2c(Cl)cc(Cl)cc2Cl)c1C,2,12,5,16,-5,7,-1,12,8,-3,8
O=C(Nc1ccon1)c1sc2cc(F)ccc2c1Cl,-70,-4,6,1,-3,-104,-32,-51,-33,-114,-40
CCC1C/C(=C\c2cccnc2)C(=O)/C(=C/c2cccnc2)C1 (configuration not stated),92*,93*,19,-66*,105*,-394,93*,45,91*,52,59*
CC(C)NC(=O)N(C)C[C@H]1Oc2c(NC(=O)Nc3ccccc3)cccc2C(=O)N([C@H](C)CO)C[C@@H]1C,-21,0,-3,16,-10,-2,-3,11,-14,-5,-10
Cc1ccc(S(=O)(=O)CC2CSc3nc(N)cc(=O)n32)cc1 (configuration not stated),3,-6,9,-9,1,-13,-2,-5,-8,-2,-15
O=c1cc(NCc2ccccc2)nc2ccccn12,-12,6,-7,-2,-11,-17,-20,-35,-16,-39,-37
Cc1ccc2c(c1)N(C(=O)CCC(=O)NCc1cccnc1)CCO2,3,1,-1,4,6,-5,0,4,4,2,0
CN(CC(=O)Nc1ccc(Cl)c(C(F)(F)F)c1)C(=O)Cc1ccsc1,16,17,0,-18,-1,-6,-7,12,-5,6,15
CC(C)=CCC[C@](C)(O[C@@H]1O[C@H](CO[C@@H]2OC[C@H](O[C@@H]3OC[C@@H](O)[C@H](O)[C@H]3O)[C@H](O)[C@H]2O)[C@@H](O)[C@H](O)[C@H]1O)C1CC[C@]2(C)C1[C@H](O)CC1[C@@]3(C)CC[C@H](O)C(C)(C)C3[C@@H](O)C[C@]12C (some centres not stated),-2,4,-12,4,4,-14,3,-13,11,2,-8
COC(=O)c1sccc1NC(=O)c1c(-c2ccccc2)noc1C,19,8,-2,-2,3,-3,-3,14,-3,-14,7
NC(=O)NC(=O)CSc1nc(C2CCCCC2)n(-c2ccccc2)n1,3,4,5,-12,-3,-4,-13,3,3,-34,-19
CCN(CC)CCNC(=O)c1ccc(Cl)c(S(=O)(=O)Nc2ccccc2OC)c1,3,-5,-9,0,-2,-10,-6,13,-2,-5,7
CCn1c(CC(=O)Nc2ccc(F)cc2)nnc1SCC(=O)N1CCOCC1,-1,-8,-3,8,2,-1,-6,3,0,3,12

# 5 records drawn at random from those above:
SMILES,SRC2 inh,CF NFkB inh,C8 TRAIL sens,KKLEB cytotox,TWEAK-Fn14 inh,SRC1 inh,EBV LMP1 NFkB,NCOA3 inh,COUP-TFII inh,LRH-1 inv ag,TROY signal inh
NC(=O)NC(=O)CSc1nc(C2CCCCC2)n(-c2ccccc2)n1,3,4,5,-12,-3,-4,-13,3,3,-34,-19
CCC1C/C(=C\c2cccnc2)C(=O)/C(=C/c2cccnc2)C1 (configuration not stated),92*,93*,19,-66*,105*,-394,93*,45,91*,52,59*
CN(CC(=O)Nc1ccc(Cl)c(C(F)(F)F)c1)C(=O)Cc1ccsc1,16,17,0,-18,-1,-6,-7,12,-5,6,15
O=c1cc(NCc2ccccc2)nc2ccccn12,-12,6,-7,-2,-11,-17,-20,-35,-16,-39,-37
O=C(Nc1ccon1)c1sc2cc(F)ccc2c1Cl,-70,-4,6,1,-3,-104,-32,-51,-33,-114,-40

# (cont.)
SMILES,SRC2 inh,CF NFkB inh,C8 TRAIL sens,KKLEB cytotox,TWEAK-Fn14 inh,SRC1 inh,EBV LMP1 NFkB,NCOA3 inh,COUP-TFII inh,LRH-1 inv ag,TROY signal inh
CCC1CCCCN1CCCNC(=O)c1ccc2c(c1)N(Cc1ccc(F)cc1)C(=O)c1ccccc1S2=O (configuration not stated),-3,1,17,-2,12,11,-2,18,-21,-3,-27
N#C/C(=C\c1c[nH]c2ccc(Br)cc12)c1ccccn1,10,-52,21,0,22,13,-17,14,-3,20,1
Cc1ccc(C)n1-c1ccc(-c2nnco2)cc1,·,-7,-8,9,16,-7,1,-3,·,-15,-11
CC1CCCC(C)N1C(=O)COc1ccc(C(=O)Nc2ccccc2N2CCOCC2)cc1 (configuration not stated),-6,-12,2,5,-29,-5,-2,19,2,1,3
CC(C)c1ccc(Oc2cccc3c2S(=O)(=O)N(C2CCCC2)CC(COCc2ccccc2)O3)cc1 (configuration not stated),-11,3,8,5,11,11,9,16,16,19,20
CCOC(=O)CNc1cccc(C(F)(F)F)c1,-4,6,-9,-2,2,-5,2,12,-2,-9,4
CC(=O)c1ccc(S(=O)(=O)NC2CC(=O)N(c3cccc(F)c3)C2)cc1 (configuration not stated),-14,-7,15,12,0,6,1,12,-5,-13,6
Cc1cc(=O)[nH]c(SCC(=O)Nc2ccccc2[N+](=O)[O-])n1,-23,14,-12,-9,4,-3,-8,0,4,-10,2
COc1ccc(NC(=S)N(CCN(C)C)Cc2cccs2)cc1,10,3,4,4,-22,-13,0,2,0,1,-14
O=C(O)c1ccc2c(c1)C(=O)N(c1ccc(C(=O)OCC(=O)c3ccccc3)cc1)C2=O,-39,-3,-6,10,-11,-3,-20,16,-30,5,-48
O=C(O)c1ccc(CNCc2cccc(OCc3ccc(F)cc3)c2)cc1,-14,-5,-5,-6,16,4,0,-1,-1,-3,5
Cc1ccc2nc(NC3=NC4(CCCC4)C4=C(CCCC4=O)N3)oc2c1,-8,-28,26,3,35,-4,·,-14,-12,13,23
Cc1ccc(S(=O)(=O)N2CCN(C(=O)N(C)C)CC2)cc1C,2,-2,-2,3,11,4,2,-9,-4,0,24
Cc1sc(NC(=O)c2ccco2)c(C(Nc2ccccn2)c2ccccc2)c1C (configuration not stated),-10,2,-7,4,14,10,-15,-8,-22,-16,-25
Cc1ccc(N(CN2CCCC2=O)C(=O)c2ccc(OC(C)C)cc2)cc1,-24,8,0,-7,2,0,-3,7,-2,7,-4

# The final 2 compounds of the section above are carried over, then new ones follow:
SMILES,SRC2 inh,CF NFkB inh,C8 TRAIL sens,KKLEB cytotox,TWEAK-Fn14 inh,SRC1 inh,EBV LMP1 NFkB,NCOA3 inh,COUP-TFII inh,LRH-1 inv ag,TROY signal inh
Cc1sc(NC(=O)c2ccco2)c(C(Nc2ccccn2)c2ccccc2)c1C (configuration not stated),-10,2,-7,4,14,10,-15,-8,-22,-16,-25
Cc1ccc(N(CN2CCCC2=O)C(=O)c2ccc(OC(C)C)cc2)cc1,-24,8,0,-7,2,0,-3,7,-2,7,-4
OCCC1CN(Cc2cccc(OC3CCCC3)c2)CCN1Cc1ccsc1 (configuration not stated),33,7,-5,2,23,0,-4,1,18,4,23
CC(C)(C)N1C(=O)[C@H]2[C@@H](c3ccc(Br)cc3)N3C(=O)N(c4cccc(Br)c4)C(=O)[C@@]3(Cc3ccccc3)[C@H]2C1=O,·,18,13,-7,0,6,2,3,·,-6,-5
C[C@@H]1CN([C@H](C)CO)C(=O)CCCn2nncc2CO[C@H]1CN(C)C(=O)Nc1ccnc(N2CCOCC2)c1,-20,-9,-5,6,5,3,-4,-37,-4,10,-9
COc1cc(Cc2ccc(N)c(OC)c2)ccc1N,-3,9,1,0,4,-18,-2,14,9,-15,0
N#Cc1ccc(CSc2nnc(Nc3ccccc3)s2)cc1,-3,16,12,3,3,-24,-4,14,4,-2,8
O=C(Nc1ccccc1)c1nc[nH]c1C(=O)NCc1ccccc1,8,-14,4,-1,21,4,-17,15,-17,22,-13
Cc1cccc(N2CCN(Cc3cc(=O)n4ccsc4n3)CC2)c1C,23,20,9,-7,11,-16,7,3,1,7,16
CCOc1ccccc1CNc1nc2nc3c(c(=O)n2[nH]1)CCC3,-23,-8,-4,4,12,6,-1,-16,9,-6,0
